Screens (PubChem)
NR2E3 ag-1: agonists of human nuclear receptor NR2E3. 320,000 tested, 0.12% active. inhibition of corepressor binding, % at 4.78 µM. AID 2300. Q9Y5X4. GST-NR2E3/biotin-RetCOR TR-FRET, 1536-well;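 active = percent inhibition above the cutoff of mean plus 3 SD of all tested compounds, set per screening campaign, cut at about 20% in these data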;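 also: 0% = DMSO wells and 100% = biotin wells as full block of FRET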
Target sequence (Q9Y5X4 whole entry, looked up): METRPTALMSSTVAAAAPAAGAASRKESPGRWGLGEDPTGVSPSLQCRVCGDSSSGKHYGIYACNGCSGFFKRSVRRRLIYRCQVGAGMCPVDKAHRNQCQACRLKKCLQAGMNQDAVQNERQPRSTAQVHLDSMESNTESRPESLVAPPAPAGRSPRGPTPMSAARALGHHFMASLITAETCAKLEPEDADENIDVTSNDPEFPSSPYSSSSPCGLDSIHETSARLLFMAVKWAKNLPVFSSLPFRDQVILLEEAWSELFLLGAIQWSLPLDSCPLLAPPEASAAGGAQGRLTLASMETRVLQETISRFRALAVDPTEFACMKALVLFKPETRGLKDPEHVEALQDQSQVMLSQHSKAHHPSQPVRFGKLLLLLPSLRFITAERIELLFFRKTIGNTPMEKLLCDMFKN
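Material: NR2E3–RetCOR corepressor complex / Amount: 1.35 nM GST-NR2E3 / Medium: Tris pH 7.5 / Compound: single nominal compound dose of 4.8 µM / Incubation: 5 h at 4 °C / Technique: TR-FRET, Eu(K)-anti-GST donor, streptavidin-D2 acceptor, ex 340, em 617/671 nm / Read-out basis: percent loss of FRET ratio relative to control wells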
Shn3 3UTR inh: reduces Shn3 3'UTR luciferase signal in osteoblasts | Clone20 osteoblast Shn3 3'UTR firefly luciferase, 24 h | inhibition, % at 12.5 µM | 360,000 tested, 0.52% active | AID 588674;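 active = mean inhibition of at least 75% with every replicate also reaching 75%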;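 also: 0% = median of neutral control wells and 100% = pilot-screen positive control compound; some compounds past the cut are filed as inactive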
TWEAK Fn14 block: inhibitors of TWEAK-Fn14 interaction signaling; TWEAK-stimulated Fn14 reporter cells, luciferase luminescence, 8 h; inhibition, % at 10 µM; 360,000 tested, 2% active; in the data active = inhibition above about 50%
TRAIL sens C8: sensitizes caspase-8 expressing cells to TRAIL; NB7+C8 cells + TRAIL, ATPlite viability luminescence; inhibition (viability loss, TRAIL sensitization), % at 10 µM; 360,000 tested, 1% active;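 active = compounds causing at least 50% loss of cell viability in the single-dose screen, relative to plate controls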
MITF TRPM1 inh: MITF TRPM1 promoter inhibition in SK-MEL-5 cells. SK-MEL-5 TRPM1 promoter luciferase, 24 h. inhibition, % at 12.5 µM. 330,000 tested, 0.83% active. AID 488899;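 active = mean inhibition across replicates of 60% or more, whatever share of single replicates reaches that level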; also: values of inactives mirror those of a sister screen read the other way
HIF-2a inh: inhibitors of HIF-2a; inhibition, % at 18.8 µM; 360,000 tested, 0.72% active; 786-0 RCC cells HIF-2a reporter, luciferase luminescence, overnight;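 active = inhibition of the luminescence signal of 40% or more relative to plate controls, in a single-dose primary screen at 18.75 µM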
NR2E3 ag-2: human photoreceptor-specific nuclear receptor agonism; Q9Y5X4; CHO-S Gal4-NCOR/VP16-NR2E3 two-hybrid, luciferase; inhibition of corepressor binding, % at 3.98 µM; 360,000 tested, 0.35% active; AID 602229;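 active = inhibition above the mean of all tested compounds plus 3 SD, cut at about 70% in these data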;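 also: 0% = DMSO with NR2E3 transfected cells and 100% = cells lacking NR2E3 construct; higher means lower luciferase signal from less NR2E3 corepressor binding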
CF NFkB block: blocks PAF-induced NF-kB reporter in cystic fibrosis cells | KKLEB NF-kB-GFP reporter, GFP fluorescence overnight | 360,000 tested, 0.86% active | inhibition, % at 5 µM;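 active = at least 50% inhibition at 5 µM, scaled per plate between neutral and stimulator controls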;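 also: PAF is a Pseudomonas aeruginosa culture filtrate used as stimulus; plate controls were PAF-stimulated DMSO wells for no effect and unstimulated DMSO wells for full effect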
TROY NFkB inh: inhibitors of TROY-dependent NF-kB signaling. Q293 LMP1-TROYcd NF-kB luciferase reporter, 4 h. inhibition, % at 10 µM. 360,000 tested, 0.98% active. AID 1347056;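 active = compounds whose plate-normalised and pattern-corrected inhibition of the luciferase reporter signal at the single screening dose is 50% or more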
KKLEB tox: counter-screen for CF NF-kB inhibitors: cytotoxicity; KKLEB CF airway cells viability, ATPlite luminescence, overnight; hits give low values; cells stimulated with P. aeruginosa culture filtrate; activity change (cytotoxicity), % at 5 µM; 360,000 tested, 0.36% active;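 active = corrected activity change at or below -50% at 5 µM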
Peg3 promoter: inhibitors of Peg3 promoter; HeLa PEG-Prom luciferase reporter, luminescence, overnight; inhibition, % at 20 µM; 360,000 tested, 1.7% active;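 active = inhibition of at least 50% at 20 µM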
* hit, by the source's call; . = no result given.

Short forms: A = NR2E3 ag-1; B = Shn3 3UTR inh; C = TWEAK Fn14 block; D = TRAIL sens C8; E = MITF TRPM1 inh; F = HIF-2a inh; G = NR2E3 ag-2; H = CF NFkB block; I = TROY NFkB inh; J = KKLEB tox; K = Peg3 promoter
> COCc1cc(CNC(=O)C2CCC(=O)N(Cc3ccccc3OC)C2)[nH]n1 (stereo not drawn)
  A: 3; B: 11; C: 18; D: 12; E: 3; F: 4; G: -28; H: 12; I: -20; J: 7; K: 19
> Cc1ccc(S(=O)(=O)Nc2nc3n(n2)C(c2ccc(Cl)cc2)CC(=O)N3)cc1 (stereo not drawn)
  A: 2; B: -3; C: -5; D: -9; E: 7; F: 9; G: -2; H: -3; I: -5; J: 7; K: 5
> CCn1c(CSc2nc3ccccc3n2C)nc2ccccc21
  A: -1; B: 21; C: -1; D: -7; E: -12; F: 3; G: -7; H: 3; I: -14; J: 5; K: 6
> CCNC(=O)CN(c1ccc(Oc2ccccc2)cc1)S(=O)(=O)c1ccccc1
  A: 2; B: -7; C: 12; D: 17; E: -12; F: 21; G: 14; H: -19; I: 10; J: 14; K: 22
> CC(=O)Oc1ccc(C(=O)Nc2cccc(NC(=O)c3ccco3)c2)cc1
  A: 4; B: 0; C: -2; D: -1; E: 2; F: -11; G: -40; H: -13; I: 20; J: -2; K: -28
> COc1ccc(-c2nnn(CC(=O)N(C3CCCCC3)C(C)C(=O)NC3CCCC3)n2)cc1OC (stereo not drawn)
  A: -3; B: 11; C: -7; D: -10; E: -2; F: 5; G: -25; H: -11; I: -5; J: 7; K: 16
> Cc1cc(C)nc(-n2nc(C)c3c(=O)[nH]c(C(F)(F)F)nc32)n1
  A: 3; B: -8; C: -19; D: 5; E: -5; F: -1; G: -11; H: 3; I: 20; J: 1; K: 4
> O=C1c2cccc(OCC(=O)N3N=C(c4cccs4)CC3c3ccc(F)cc3)c2CCN1Cc1ccccc1 (stereo not drawn)
  A: 5; B: 53; C: 9; D: 9; E: 11; F: 9; G: -11; H: -1; I: -5; J: -10; K: 23
> CCOC(=O)C(NC(=O)N1CCCCC1)(c1ccccc1)C(F)(F)F (stereo not drawn)
  A: -2; B: -4; C: 8; D: -7; E: -5; F: -1; G: 14; H: -3; I: 5; J: 7; K: 17
> NC(=O)[C@@H]1CCCN1C(=O)c1cc(COc2ccc(F)cc2F)on1
  A: -1; B: -5; C: 0; D: -5; E: -22; F: -40; G: -35; H: -12; I: -19; J: 12; K: -34
> CCOC(=O)Cn1c(=N)n(CCOc2ccc(OC)cc2)c2ccccc21
  A: 1; B: 15; C: 0; D: -6; E: 7; F: 14; G: 4; H: -16; I: -21; J: 8; K: 5
> O=C(Nc1ccccc1)OCC1CCCO1 (stereo not drawn)
  A: -1; B: 3; C: -6; D: 11; E: -37; F: -132; G: -22; H: -10; I: -9; J: 7; K: -70
> Cc1ccc(NC(=S)Nc2ccc(OC(F)F)c(Cl)c2)cc1Cl
  A: -3; B: 19; C: 13; D: 14; E: -13; F: -110; G: -10; H: 3; I: -3; J: -4; K: -15
> C[C@H]1CN(c2ccc(Br)cc2)C(=O)[C@@H]1CC(=O)Nc1ccc(Br)cc1
  A: .; B: 7; C: 8; D: 7; E: .; F: -3; G: 0; H: -4; I: 13; J: -12; K: 16
> O=C(Nc1ccc(S(=O)(=O)Nc2ncccn2)cc1)c1ccco1
  A: -2; B: 12; C: -1; D: 3; E: 4; F: 7; G: 3; H: 4; I: 7; J: -2; K: 5
> CCN(CC(=O)NCc1ccc(F)cc1)CC(=O)Nc1ccc(Br)cc1F
  A: .; B: 11; C: -24; D: 1; E: 4; F: 15; G: 3; H: 3; I: 9; J: -7; K: 12
> O=C(Nc1ccc2c(c1)OCO2)c1cc(C2CCCCN2C(=O)c2ccccc2)on1 (stereo not drawn)
  A: .; B: -7; C: 2; D: -6; E: .; F: -21; G: -56; H: -10; I: 7; J: 13; K: -3
> O=C(NC1CC1)c1ccc(CS(=O)(=O)c2c(Cl)cccc2Cl)o1
  A: 0; B: 2; C: 12; D: -3; E: -2; F: -3; G: -12; H: 0; I: -11; J: 4; K: 4
> COC(=O)C1=C(C)N(C(C)c2ccccc2)C(=O)/C1=C\c1ccco1 (stereo not drawn)
  A: 0; B: 8; C: 13; D: -2; E: -2; F: 8; G: -5; H: -6; I: -13; J: -1; K: 12
> O=C1CC(c2ccco2)CC(O)=C1C=Nc1cc(Cl)ccc1O (stereo not drawn)
  A: -3; B: -14; C: 14; D: 6; E: 1; F: 13; G: 0; H: 5; I: 1; J: 0; K: 4
> COc1cc(CN2C[C@@H](CO)O[C@@H](n3cnc4c(N(C)C)ncnc43)C2)cc(OC)c1OC
  A: .; B: 13; C: -18; D: -6; E: .; F: 5; G: -18; H: 0; I: 2; J: 7; K: 2
> Cc1ccc2c(cnn2C(=O)CCC(=O)NCc2ccccc2Cl)c1
  A: 3; B: 12; C: -4; D: 11; E: .; F: -5; G: -9; H: -6; I: -4; J: -16; K: -7
> Cc1ccc(NC(=O)COC(=O)[C@H](C)NC(=O)c2ccccc2)cc1S(=O)(=O)N1CCOCC1
  A: 3; B: -4; C: -3; D: -10; E: 10; F: 13; G: -9; H: -1; I: -23; J: 1; K: 3
> OC[C@@H]1CN(Cc2cccs2)C[C@H](n2cnc3c(N4CCN(c5ccccc5)CC4)ncnc32)O1
  A: .; B: 20; C: 18; D: 3; E: .; F: 2; G: 0; H: 11; I: 15; J: -5; K: 14
> COc1ccc(CNC(=O)C(c2ccco2)N(Cc2ccccc2)C(=O)Cc2cccs2)cc1 (stereo not drawn)
  A: 2; B: 8; C: 47; D: 6; E: -4; F: 4; G: -21; H: 2; I: 10; J: -4; K: 40
> Cc1ccc(C)c(SCc2noc(C(=O)NCC3CCCO3)c2C(=O)O)c1 (stereo not drawn)
  A: 0; B: -20; C: 3; D: -4; E: 6; F: 19; G: -27; H: 2; I: -22; J: 1; K: 1
> N#Cc1c(SCc2ccccc2)sc(C(=O)c2ccccc2)c1N
  A: 5; B: 13; C: -9; D: -13; E: 3; F: -13; G: 0; H: 4; I: 0; J: -4; K: -33
> COc1ccc(CNC(=O)CCS(=O)(=O)Cc2cccc(Cl)c2)c(OC)c1
  A: -1; B: 1; C: -10; D: 5; E: 0; F: 12; G: -7; H: -4; I: 18; J: -6; K: -7
> COc1ccc(NC(=O)COc2coc(CN3CCc4ccccc43)cc2=O)cc1
  A: -1; B: 15; C: 5; D: -4; E: 11; F: 11; G: -7; H: -20; I: -3; J: 6; K: 5
> O=C(NCc1ccc(C(F)(F)F)cc1)C1CC(c2cccc(F)c2)=NO1 (stereo not drawn)
  A: 5; B: -18; C: 13; D: -2; E: 0; F: 7; G: -35; H: -6; I: 24; J: -9; K: 7
> Cc1ccc(NC(=O)C2CCCN(C3=NS(=O)(=O)c4ccccc43)C2)c(O)c1 (stereo not drawn)
  A: 7; B: 14; C: -5; D: -7; E: 17; F: 11; G: -20; H: 3; I: -9; J: 8; K: 10
> COC(=O)C1=C(C)N(C)C(C)=C(C(=O)OC)C1c1ccc(C(=O)OC)cc1
  A: 0; B: 1; C: -24; D: 7; E: 10; F: -5; G: -46; H: -11; I: -17; J: -10; K: 19
> C=CCN(C(=O)c1csnn1)C(C(=O)NC1CCCC1)c1ccccc1 (stereo not drawn)
  A: -4; B: -7; C: 10; D: -6; E: 3; F: 7; G: 8; H: 15; I: -19; J: 2; K: -5
> O=C(CSc1nnc(-c2c[nH]c3ccccc23)o1)N(Cc1ccccc1)c1ccc(F)cc1
  A: -1; B: 9; C: 64*; D: -13; E: -3; F: -76; G: -8; H: -4; I: 31; J: 20; K: 3
> Cc1cc(NC(c2ccc(Cl)cc2)c2ccc3cccnc3c2O)no1 (stereo not drawn)
  A: 2; B: 89*; C: -31; D: 18; E: 78*; F: 14; G: -37; H: -12; I: 15; J: 0; K: 53*
> O=C(c1cc2cc(F)ccc2[nH]1)N1CCN(c2ccc(F)cc2)CC1
  A: 1; B: 7; C: 7; D: 9; E: 14; F: 11; G: -4; H: -1; I: 20; J: 2; K: 16
> COc1ccccc1CNC(=O)C1(C)CCCCN1C (stereo not drawn)
  A: .; B: -13; C: 0; D: 0; E: .; F: 8; G: 0; H: 3; I: 2; J: -2; K: 8
> Cc1ccc(SCCC(=O)N(C)C)cc1
  A: 0; B: -25; C: -10; D: 14; E: -29; F: -66; G: -26; H: 15; I: -16; J: -10; K: -62
> COc1ccc(C(=O)OCC(=O)NCc2ccc3c(c2)OCO3)cc1[N+](=O)[O-]
  A: -1; B: -3; C: -26; D: 13; E: 12; F: 4; G: -41; H: 8; I: -12; J: 2; K: 11
> CCOc1cc(CNc2ncc(-c3ccc(OC)cc3)n2C)ccc1O
  A: -1; B: -15; C: 6; D: 4; E: 2; F: 11; G: -10; H: -3; I: 15; J: 5; K: 1
> COc1ccc(NC(=O)/C(C#N)=C\c2ccc(-c3cc(C(=O)O)ccc3C)o2)cc1
  A: 2; B: 14; C: 0; D: 6; E: 8; F: 18; G: -7; H: 16; I: -6; J: -3; K: -5
> O=C(C[C@H]1C/C=C\CC[C@H](Cc2ccc(F)cc2)C(=O)O[C@H](c2ccccc2)CNC1=O)N[C@H](CO)Cc1ccccc1
  A: .; B: -13; C: 27; D: -6; E: 9; F: 14; G: -14; H: -10; I: 19; J: 8; K: 50
> N#CCCN(CCC#N)c1nnc(-c2ccccc2)s1
  A: -3; B: -31; C: 16; D: -7; E: -3; F: -11; G: 4; H: 22; I: 18; J: 1; K: 12

Compound profiles (already shown). Order of screens: NR2E3 ag-1, Shn3 3UTR inh, TWEAK Fn14 block, TRAIL sens C8, MITF TRPM1 inh, HIF-2a inh, NR2E3 ag-2, CF NFkB block, TROY NFkB inh, KKLEB tox, Peg3 promoter
Listed for `O=C(c1cc2cc(F)ccc2[nH]1)N1CCN(c2ccc(F)cc2)CC1` : 1, 7, 7, 9, 14, 11, -4, -1, 20, 2, 16
Listed for `O=C(CSc1nnc(-c2c[nH]c3ccccc23)o1)N(Cc1ccccc1)c1ccc(F)cc1` : -1, 9, 64*, -13, -3, -76, -8, -4, 31, 20, 3
Listed for `O=C(C[C@H]1C/C=C\CC[C@H](Cc2ccc(F)cc2)C(=O)O[C@H](c2ccccc2)CNC1=O)N[C@H](CO)Cc1ccccc1` : ., -13, 27, -6, 9, 14, -14, -10, 19, 8, 50
Listed for `COC(=O)C1=C(C)N(C)C(C)=C(C(=O)OC)C1c1ccc(C(=O)OC)cc1` : 0, 1, -24, 7, 10, -5, -46, -11, -17, -10, 19
Listed for `N#CCCN(CCC#N)c1nnc(-c2ccccc2)s1` : -3, -31, 16, -7, -3, -11, 4, 22, 18, 1, 12

A portion of the library; rates above refer to the full screens.
